POLH inh – DNA polymerase eta (human) inhibition; AID 588591; recombinant Pol eta, fluorescent DNA replication assay; hit rate 1.2% among 390,000; Potency, µM (doses to about 114 µM), inactives show at the top dose activity change, negative = inhibition, hits mostly inhibitors; active = well fitted inhibition curve with a large enough effect; inconclusive = small, poorly fitted or top-dose-only effect, or another doubt; inactive = no such curve, though single readings can be large or run the other way
Target sequence (Q9Y253 whole entry, looked up): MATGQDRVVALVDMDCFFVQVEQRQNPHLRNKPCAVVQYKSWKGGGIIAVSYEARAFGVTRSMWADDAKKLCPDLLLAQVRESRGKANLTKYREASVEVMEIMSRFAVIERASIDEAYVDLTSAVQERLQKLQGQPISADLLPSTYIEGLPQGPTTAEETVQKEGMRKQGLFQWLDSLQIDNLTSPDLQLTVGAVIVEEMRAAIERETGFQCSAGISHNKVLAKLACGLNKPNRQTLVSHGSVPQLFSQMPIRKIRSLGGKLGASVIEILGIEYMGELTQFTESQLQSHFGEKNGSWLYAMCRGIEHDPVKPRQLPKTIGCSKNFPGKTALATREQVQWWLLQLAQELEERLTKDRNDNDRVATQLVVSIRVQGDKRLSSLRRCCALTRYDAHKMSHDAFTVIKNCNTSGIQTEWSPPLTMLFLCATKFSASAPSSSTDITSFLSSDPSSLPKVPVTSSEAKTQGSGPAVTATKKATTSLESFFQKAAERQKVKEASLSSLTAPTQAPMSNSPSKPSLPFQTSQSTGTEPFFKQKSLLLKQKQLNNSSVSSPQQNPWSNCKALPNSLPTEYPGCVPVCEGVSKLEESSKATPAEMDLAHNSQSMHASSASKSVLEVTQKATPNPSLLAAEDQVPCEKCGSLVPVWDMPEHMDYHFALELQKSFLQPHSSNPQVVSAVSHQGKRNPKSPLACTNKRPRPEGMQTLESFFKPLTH
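Pol eta (10 nM) was preincubated with compounds for 15 min at room temperature, after which fluorescent replication substrate (50 nM final) was added to start the reaction. Fluorescence was read kinetically at 0 and 10 min.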
Numbers without * were called inactive; ? = inconclusive. % is set by controls: 0 for no effect and ±100 for the full control effect; potency is the fitted concentration of half-maximal effect.

SMILES | POLH inh
N#Cc1ccc(S(=O)(=O)NC[C@H]2O[C@@H](n3ccc(N)nc3=O)[C@H](O)[C@@H]2O)cc1 | -4%
CN(C)S(=O)(=O)c1cccc(C(=O)N2CCN(S(=O)(=O)c3ccc4c(c3)OCCO4)CC2)c1 | -2%
C[C@H]1CN([C@@H](C)CO)C(=O)CCCn2cc(nn2)CO[C@@H]1CN(C)S(=O)(=O)c1ccc(Cl)cc1 | -13%
COc1ccc(CCN2CC(C(=O)NCc3cn(C)nc3C)CCC2=O)cc1 (stereo unspecified) | -10%
CCC[C@H]1CN(Cc2cccnc2)C(=O)[C@@H]1CC(=O)Nc1ccc(Br)cc1 | -20%
Cc1cccc(NC(=O)c2nc[nH]c2C(=O)N[C@H](C)CO)c1 | -5%
O=C(O)C1C=CCC(C(=O)O)C1 (stereo unspecified) | -7%
Cc1cccc(-n2c(C)nc3cc(C(=O)NCCN4CCOCC4)ccc32)c1 | -15%
COc1ccc(NS(=O)(=O)c2ccc(C)c(C(=O)NCCCn3ccnc3)c2)cc1 | -10%
CC1=C(C#N)C(=O)NC1(C)O (stereo unspecified) | -5%

An excerpt of these results, with the structure last:
| POLH inh | mol |
| --- | --- |
| -10% | COc1ccc(CCN2CC(C(=O)NCc3cn(C)nc3C)CCC2=O)cc1 (stereo unspecified) |
| -20% | CCC[C@H]1CN(Cc2cccnc2)C(=O)[C@@H]1CC(=O)Nc1ccc(Br)cc1 |
| -5% | Cc1cccc(NC(=O)c2nc[nH]c2C(=O)N[C@H](C)CO)c1 |

(list continues)
SMILES | POLH inh
COc1ccc(-c2[nH]nc3nc(N4CCN(C(=O)c5ccoc5)CC4)cc(C(F)(F)F)c23)cc1 | -17%
CCCc1c(C(=O)N/N=C(\CC)c2ccccc2)nnn1-c1nonc1N | -3%
COCOCCn1cc(CN2CCS(=O)(=O)N(Cc3ccc(-c4ccc(OC)nc4)cc3)C(C(C)C)C2=O)nn1 (stereo unspecified) | ?
Cc1ccc(S(=O)(=O)NN2CCCCCC2)cc1 | -3%
COc1ccc(C2NC(=O)c3ccccc3N2)c(OC)c1OC (stereo unspecified) | -2%
O=C(c1nc2ccc(Cl)cn2c1CN1CCC[C@H]1CO)N1CCc2ccccc2C1 | ?
CC(C)C(=O)N1CCCCCCN1C(=O)C(C)C | 7%
C[C@@H]1CN([C@@H](C)CO)C(=O)c2c(c3ccccc3n2C)-c2ccccc2CO[C@H]1CN(C)S(=O)(=O)c1ccc(C#N)cc1 | -8%
C[C@H](CO)N1C[C@H](C)[C@H](CN(C)S(C)(=O)=O)OCc2ccccc2-c2c(n(C)c3ccccc23)C1=O | -8%
COc1ccc(C(CNC(=O)CCNS(=O)(=O)c2ccccc2)N2CCOCC2)cc1 (stereo unspecified) | 1%
Cn1ccc(=O)c2cc([N+](=O)[O-])ccc21 | -14%
S=C(NN=Cc1ccccn1)Nc1ccccn1 | -17%
CC(=O)N1N=C(c2ccc(Br)cc2)CC1c1cccc([N+](=O)[O-])c1 (stereo unspecified) | -9%
O=C(C#Cc1ccccc1)c1ccccc1 | -5%
CCc1noc(C)c1C(=O)N(CC)CC(=O)NCc1ccc(F)cc1 | -10%
C[C@@H]1CNC(=O)c2c(C(=O)Nc3ccc(CNC(=O)OC(C)(C)C)cc3)ncn21 | -9%
Cc1ccccc1Nc1n[nH]c(=S)s1 | -8%
O=P(c1ccccc1)(c1ccccc1)C(O)c1cccs1 (stereo unspecified) | 0%
CCN(CC)C(=O)C1=C(C)N(CCCN2CCCC2=O)C(=O)C(CC(=O)NCCCN(C)C)C1 (stereo unspecified) | -14%
CC(C)(C)Cc1c(-c2ccc(C#N)cc2)nc2ccc(Cl)cn12 | 2%
COc1cccc2sc(=NC(=O)CS(=O)(=O)c3ccccc3)n(C)c12 | -13%
O=C(CC1SCCNC1=O)NCc1ccccc1 (stereo unspecified) | -1%
Cc1ccc(S(=O)(=O)N(C)C[C@@H]2OCc3cn(nn3)CCCC(=O)N([C@@H](C)CO)C[C@H]2C)cc1 | -6%
COc1cc2c(cc1O)C(CSC)Cc1cc3c(cc1N(C)CC2)OCO3 (stereo unspecified) | -9%
C[C@H]1CN([C@@H](C)CO)C(=O)CCCn2cc(nn2)CO[C@@H]1CN(C)S(=O)(=O)c1cccc(C#N)c1 | -5%
CCCc1cc(CCC)n2nc(N)nc2n1 | 2%
CCOC(=O)C(C#N)=C1CCC=C(C)C1 | -3%
CC1(C)CC2(C)CC(=O)C1C(C(=O)O)C2C(=O)O (stereo unspecified) | -11%
O=C1NN(CCO)C(=S)Nc2ccccc21 | 0%
O=C1c2ccccc2C2N1CCCN2C(=O)c1sc2ccccc2c1Cl (stereo unspecified) | -10%

Brought forward from above: 4 compounds; new compounds follow.
SMILES | POLH inh
CCOC(=O)C(C#N)=C1CCC=C(C)C1 | -3%
CC1(C)CC2(C)CC(=O)C1C(C(=O)O)C2C(=O)O (stereo unspecified) | -11%
O=C1NN(CCO)C(=S)Nc2ccccc21 | 0%
O=C1c2ccccc2C2N1CCCN2C(=O)c1sc2ccccc2c1Cl (stereo unspecified) | -10%
COc1ccc(CN2C(=O)C(CC(=O)NCc3ccco3)CC(C(=O)N(C)C)=C2C)cc1 (stereo unspecified) | -13%
CCCCCC(=O)N1C[C@H](n2cc(-c3ccc(F)cc3)nn2)[C@@H](O)C[C@@H]1c1ccc(Cl)cc1 | -24%
CCN(CC(=O)Nc1ccc(NC(C)=O)cc1)C(=O)C1(c2ccc(Cl)cc2)CCC1 | -10%
COc1ccc(C(=O)N2CCOC2CNC(=O)C(=O)NCc2ccc(C)cc2)cc1 (stereo unspecified) | -14%
C[C@H](CO)N1C[C@H](C)[C@@H](CN(C)Cc2ccc(Oc3ccccc3)cc2)Oc2cc(Br)ccc2S1(=O)=O | -13%
COc1ccc([C@H]2C[C@@H](O)[C@H](n3cc(C4CC4)nn3)CN2CC2CCCCC2)cc1 | -11%
Cc1ccn2c(Cc3ccccc3)c(-c3ccccc3)nc2c1 | -17%
O=C1Cc2cccc(=O)c(O)c2C(=O)O1 | 8.9µM*
C[C@@H]1CN([C@@H](C)CO)C(=O)CCCn2nncc2CO[C@H]1CN(C)Cc1cccc(C(F)(F)F)c1 | -5%
Cc1ccc(F)cc1NC(=O)COC(=O)C1CC2CCCC(C1)C2=O (stereo unspecified) | -4%

Ordered by heavy-atom count (rising): some entries from above
SMILES | POLH inh
Cc1ccc(F)cc1NC(=O)COC(=O)C1CC2CCCC(C1)C2=O (stereo unspecified) | -4%
COc1ccc([C@H]2C[C@@H](O)[C@H](n3cc(C4CC4)nn3)CN2CC2CCCCC2)cc1 | -11%
CCCCCC(=O)N1C[C@H](n2cc(-c3ccc(F)cc3)nn2)[C@@H](O)C[C@@H]1c1ccc(Cl)cc1 | -24%
C[C@@H]1CN([C@@H](C)CO)C(=O)CCCn2nncc2CO[C@H]1CN(C)Cc1cccc(C(F)(F)F)c1 | -5%
C[C@H](CO)N1C[C@H](C)[C@@H](CN(C)Cc2ccc(Oc3ccccc3)cc2)Oc2cc(Br)ccc2S1(=O)=O | -13%

Continuation:
SMILES | POLH inh
C[C@@H]1CN([C@H](C)CO)C(=O)CCCn2nncc2CO[C@H]1CN(C)S(=O)(=O)c1ccc(F)cc1 | 1%
O=C(OCc1cn([C@H]2C[C@H](c3ccc(Cl)cc3)N(Cc3cccs3)C[C@@H]2O)nn1)c1ccccc1 | -23%
C[C@H](CO)N1C[C@H](C)[C@@H](CN(C)S(=O)(=O)c2ccc(C#N)cc2)OCc2cn(nn2)CCCC1=O | -8%
COc1cc(/C=C/C(=O)OCC(=O)c2ccc[nH]2)ccc1O | -11%
O=S(=O)(c1ccc(F)c(F)c1)N1CCCCCCC1 | -5%
C[C@H](CO)N1C[C@H](C)[C@H](CN(C)S(=O)(=O)c2ccc(F)cc2)OCc2cnnn2CCCC1=O | -18%
CC1Cc2ccccc2N1CC(=O)Nc1cc(S(=O)(=O)N2CCOCC2)ccc1Cl (stereo unspecified) | ?
Nc1nc(N)c2cc(Sc3cccc(C(F)(F)F)c3)ccc2n1 | -23%
Cc1ccc2nc(N(CCN(C)C)C(=O)C3CCN(S(=O)(=O)c4cccs4)CC3)sc2c1 | -12%
CCC1NC(=O)c2cc3ccccc3cc2-n2c1nc1cc(F)ccc1c2=O (stereo unspecified) | -18%
Cc1ccc(C(=O)Nc2cccnc2)cc1C | -1%
Oc1ccc(O)c(C=NNC(=S)NC2CC3CC2C2C=CCC32)c1 (stereo unspecified) | -25%
C[C@H](CO)N1C[C@H](C)[C@@H](CN(C)S(=O)(=O)c2ccc3ccccc3c2)OCc2cnnn2CCCC1=O | 2%
CCN(c1ccc(OC)cc1)S(=O)(=O)N1CCCC(C(=O)NCc2ccc(OC(C)C)cc2)C1 (stereo unspecified) | -17%
COc1cc(/C=C2/SC(=S)N(CCC(=O)Nc3cccnc3)C2=O)cc(OC)c1OC | ?
O=C1NC2C3CC(c4ccccc43)C12 (stereo unspecified) | 0%
C[C@@H]1CN([C@@H](C)CO)C(=O)CCCn2nncc2CO[C@@H]1CN(C)S(=O)(=O)c1cccc(C#N)c1 | -8%
Cc1ccc(NC(=O)COC(=O)CCc2c[nH]c3ccccc23)cc1 | -17%
CC(c1nc2ccccc2c(=O)[nH]1)N1CCN(S(=O)(=O)c2ccc(F)c(Cl)c2)CC1 (stereo unspecified) | -16%
O=C(OCc1cn([C@H]2C[C@H](c3ccc(Cl)cc3)N(CC3CCCCC3)C[C@@H]2O)nn1)c1ccccc1 | -27%

Single entries from the results shown.
Cc1ccc(NC(=O)COC(=O)CCc2c[nH]c3ccccc23)cc1 in POLH inh reads -17%
O=C1NC2C3CC(c4ccccc43)C12 (stereo unspecified) in POLH inh reads 0%
Cc1ccc(C(=O)Nc2cccnc2)cc1C in POLH inh reads -1%

Next compounds
SMILES | POLH inh
COc1ccccc1C#Cc1cnc2c(c1)C(=O)N([C@H](C)CO)C[C@@H](C)[C@@H](CN(C)C(=O)c1ccc3c(c1)OCO3)O2 | -5%
COc1ccc(NC(=O)CN2c3cccc4cccc(c34)S2(=O)=O)cc1OC | -12%
NCC1C2CCC(O2)C1CO (stereo unspecified) | -14%
C=CCOc1ccc(C2NC(=O)c3ccccc3O2)cc1OC (stereo unspecified) | -4%
COc1cccc(NC(=O)C(=O)NCC2CCCN2S(=O)(=O)c2cccs2)c1 (stereo unspecified) | -15%
O=C(O)C(CCc1ccccc1)N1CCOCC1 (stereo unspecified) | -8%
Cc1ccc(N(Cc2ccccc2)C(=O)CSC(C)C(=O)Nc2cc(C)on2)cc1 (stereo unspecified) | -3%
CC(NS(=O)(=O)c1cccc(Cl)c1F)[C@H](O)c1ccccc1 (stereo partly specified) | -20%
COc1ccc(N(C)S(=O)(=O)c2cccc(C(=O)OCC(=O)Nc3cc(C)ccc3OC)c2)cc1 | -10%
CCN(CC)C(=O)C1=C(C)N(Cc2ccc(F)cc2)C(=O)C(CC(=O)NC2CCCCC2)C1 (stereo unspecified) | -8%
C[C@H](CO)N1C[C@H](C)[C@@H](CN(C)CC2CCOCC2)Oc2ncc(Br)cc2C1=O | 7%
C[C@@H]1CN([C@@H](C)CO)C(=O)CCCn2nncc2CO[C@H]1CN(C)C(=O)Nc1ccc(N2CCCCC2)cc1 | -9%
COc1ccc([C@H]2N[C@]3(CCCN(Cc4ccc(F)cc4)C3=O)[C@H]3C(=O)N(C)C(=O)[C@@H]23)cc1 | -8%
COC(=O)C1=CCCCC(O)=C1C(=O)OC | 2%
O=Cc1cccc(OCc2cn(CC(=O)c3ccc(O)cc3)nn2)c1 | 5%
CN1C=CC(C(C(N)=O)c2ccccc2)c2ccccc21 (stereo unspecified) | -23%

High-throughput results (PubChem)

These rows are one share of the data; rates above refer to the full screens.
